Compound activity as filed in PubChem.
mIAP inh = inhibitors of mouse IAP, primary screen, biochemical, luminescence, uHTS. intestinal alkaline phosphatase [Mus musculus]. purified mouse IAP, CDP-Star luminescence, 30 min. inhibition, % at 10 µM. 330,000 compounds, 0.2% hits;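 active means inhibition of at least 40% at 10 µM in the primary screen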;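 further: plate controls were DMSO with enzyme for no effect and no enzyme wells for full effect; values of inactives mirror those of a sister screen read the other way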
APOBEC3G inh = APOBEC3G DNA deaminase inhibitors, primary screen, biochemical, fluorescence, single-stranded DNA substrate, uHTS; DNA dC->dU-editing enzyme APOBEC-3G (Homo sapiens), Q9HC16; recombinant A3G, ssDNA deamination FAM/TAMRA fluorescence; inhibition, % at 20 µM; 330,000 compounds, 0.28% hits; AID 493012, 2011;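 active means inhibition of at least 40% at 20 µM, with no more than 30% in the related APOBEC3A deaminase screen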;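 further: plate controls were DMSO wells with A3G for no effect and wells lacking A3G enzyme for full effect; some compounds called inactive have numbers as strong as hits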
Target sequence (Q9HC16 whole entry, looked up): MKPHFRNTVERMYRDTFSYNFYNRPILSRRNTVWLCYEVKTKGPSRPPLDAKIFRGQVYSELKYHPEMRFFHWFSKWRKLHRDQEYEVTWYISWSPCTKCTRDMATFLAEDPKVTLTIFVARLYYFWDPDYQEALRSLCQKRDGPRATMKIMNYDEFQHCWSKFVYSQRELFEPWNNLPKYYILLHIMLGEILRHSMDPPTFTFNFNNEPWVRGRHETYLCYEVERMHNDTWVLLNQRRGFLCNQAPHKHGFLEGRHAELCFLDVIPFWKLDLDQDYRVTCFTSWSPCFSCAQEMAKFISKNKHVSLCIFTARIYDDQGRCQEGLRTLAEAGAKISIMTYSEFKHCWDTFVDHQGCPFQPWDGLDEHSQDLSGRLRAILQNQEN
hIAP block = human IAP inhibitors, primary screen, biochemical, luminescence, uHTS; Intestinal-type alkaline phosphatase (Homo sapiens), P09923; purified IAP, CDP-Star luminescence, 30 min; inhibition, % at 10 µM; 330,000 compounds, 0.12% hits;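 active means inhibition reaching a set limit with compound at 10 µM in the primary screen, cut at about 35% in these data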;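 further: plate controls were DMSO wells with enzyme for no effect and no-enzyme buffer wells for full effect; values of inactives mirror those of a sister screen read the other way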
Target sequence (P09923 whole entry, looked up): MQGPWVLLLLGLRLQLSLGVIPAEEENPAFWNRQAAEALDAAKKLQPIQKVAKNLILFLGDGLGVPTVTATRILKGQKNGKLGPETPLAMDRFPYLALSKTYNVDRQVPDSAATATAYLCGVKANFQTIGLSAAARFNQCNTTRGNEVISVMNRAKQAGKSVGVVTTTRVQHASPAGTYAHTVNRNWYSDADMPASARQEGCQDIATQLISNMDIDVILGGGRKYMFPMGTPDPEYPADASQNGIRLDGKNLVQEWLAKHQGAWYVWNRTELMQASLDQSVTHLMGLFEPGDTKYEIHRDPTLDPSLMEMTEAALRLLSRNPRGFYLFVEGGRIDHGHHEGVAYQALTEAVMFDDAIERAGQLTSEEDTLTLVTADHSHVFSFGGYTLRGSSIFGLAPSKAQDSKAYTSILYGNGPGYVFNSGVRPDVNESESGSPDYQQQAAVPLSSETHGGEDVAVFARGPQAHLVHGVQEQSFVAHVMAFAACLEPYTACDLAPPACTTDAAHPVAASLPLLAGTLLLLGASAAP
mIAP act = activators of mouse IAP, primary screen, biochemical, luminescence, uHTS; muIAP, CDP-Star luminescence, 30 min; hits give high values; 1 = vehicle-only enzyme signal, 0 = enzyme-free wells; activation factor at 10 µM; 330,000 compounds, 0.24% hits; AID 2805, 2010; intestinal alkaline phosphatase [Mus musculus];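 active means activation factor of at least 2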; further: the source names both 10 and 20 µM as test concentration; values of inactives mirror those of a sister screen read the other way
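System: mouse IAP enzyme. Reagent: CDP-Star chemiluminescent phosphatase substrate. Benchmarks: DMSO wells, no-enzyme wells. Times: 30 min enzyme-substrate-compound incubation at room temperature. Detection: luminescence from enzymatic CDP-Star hydrolysis. Doses: test compounds delivered from DMSO solution.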
hIAP activ = human IAP activators, primary screen, biochemical, luminescence, uHTS; Intestinal-type alkaline phosphatase (Homo sapiens), P09923; purified human IAP, CDP-Star luminescence, 30 min; hits give high values; 1 = vehicle-only enzyme, 0 = enzyme-free background; activation factor at 10 µM; 330,000 compounds, 0.16% hits;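 active means activation factor of the enzyme at least 2-fold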; further: the source names both 10 and 20 µM as test concentration; values of inactives mirror those of a sister screen read the other way
MPTP inh = mitochondrial permeability transition pore inhibitors, primary screen, biochemical, isolated mouse mitochondria, absorbance | Ca2+ swelling absorbance, 30 min | inhibition, % at 10 µM | 360,000 compounds, 1.4% hits;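 active means inhibition of 50% or more, scaled per plate between neutral and stimulator controls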;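 further: 0% = DMSO wells given calcium and 100% = 1 mM EGTA wells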
GRIN3A LBD mod = binders of NR3A ligand-binding domain, primary screen, biophysical, differential scanning fluorimetry, uHTS; NR3A LBD differential scanning fluorimetry, Tm shift; 0% = protein alone, 100% = glycine-bound protein; Tm shift relative to glycine control, % at 25 µM; 340,000 compounds, 2.5% hits; AID 1259313, 2017;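 active means melting temperature shift of at least 10% of the positive control shift, at one fixed dose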
APOBEC3A inh = APOBEC3A ssDNA deaminase inhibitors, primary screen, selectivity assay for APOBEC3G inhibitor project, biochemical, FAM/TAMRA oligo cleavage fluorescence | 330,000 compounds, 0.41% hits | recombinant A3A, FAM/TAMRA ssDNA deamination fluorescence | AID 493011, 2011 | DNA dC->dU-editing enzyme APOBEC-3A (Homo sapiens), P31941 | inhibition, % at 20 µM;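 active means at least 40% inhibition at 20 µM here, with at most 30% in a related deaminase screen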;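 further: plate controls were A3A with DMSO for no effect and wells lacking A3A enzyme for full effect; some results filed as inactive read as strong as hits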
Target sequence (P31941 whole entry, looked up): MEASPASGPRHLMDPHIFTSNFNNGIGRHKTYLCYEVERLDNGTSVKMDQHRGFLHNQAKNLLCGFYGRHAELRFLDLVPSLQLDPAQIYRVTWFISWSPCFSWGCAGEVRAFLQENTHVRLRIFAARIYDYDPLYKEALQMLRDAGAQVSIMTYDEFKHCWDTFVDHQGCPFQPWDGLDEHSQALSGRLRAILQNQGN
beta cell repl = inducers of MIN6 beta-cell proliferation, primary screen, ATP luminescence, uHTS; MIN6 cells proliferation, ATPlite luminescence, 48 h; cells starved in 0.2% serum; 100% = growth in 10% serum; proliferation, % at 10 µM; 330,000 compounds, 0.29% hits;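 active means compounds whose signal lies at least 3.5 SD above the mean of all wells on their plate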;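 further: 0% = DMSO-treated cells in low-serum medium and 100% = 10% serum control; some compounds called inactive have numbers as strong as hits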
An asterisk follows results filed as active; . = not tested or not shown. Not a hit list; 5% or so of the library scored in one or more.

SMILES | mIAP inh | APOBEC3G inh | hIAP block | mIAP act | hIAP activ | MPTP inh | GRIN3A LBD mod | APOBEC3A inh | beta cell repl
Cn1c(N)c(C(=O)COC(=O)CSc2ccc3ccccc3c2)c(=O)n(C)c1=O | -7.4 | 4.2 | -5.3 | 1.07 | 1.05 | 1.7 | -4.9 | 0.0 | -0.7
CSc1ccc(C=O)cc1 | 13.8 | -1.6 | 1.0 | 0.862 | 0.99 | -0.6 | 1.6 | 5.3 | 0.0
O=C(COc1ccccc1)NCC(=O)N/N=C/c1ccccc1 | 3.2 | -2.3 | -3.0 | 0.968 | 1.03 | 1.2 | -3.3 | 3.5 | 1.2
CCCCCCCCCCOC(=O)Cn1c(COc2ccc(Cl)cc2)[n+](C)c2ccccc21 | 14.9 | -10.1 | 5.8 | 0.851 | 0.942 | 0.2 | 20.7* | -2.8 | -6.9
COCc1cc(C)nc(Nc2ccccc2C)c1C#N | 2.3 | -3.9 | -3.8 | 0.977 | 1.04 | 1.0 | -0.5 | -1.6 | -0.7
CC(O)C(NC=C1C(=O)OC(C)(C)OC1=O)C(=O)O (stereo unspecified) | 4.3 | -10.0 | 6.6 | 0.957 | 0.934 | -1.5 | -1.5 | -1.2 | -1.1
O=C(O)c1ccccc1Nc1ccnc(C(F)(F)F)c1 | 1.6 | -5.7 | -1.7 | 0.984 | 1.02 | -0.5 | -0.5 | -2.3 | -3.1
CC(C)(Oc1ccc(Cl)cc1)C(=O)NCC(c1cccs1)N1CCOCC1 (stereo unspecified) | 1.4 | -0.9 | 1.1 | 0.986 | 0.989 | 1.2 | -0.3 | 0.0 | -3.9
COc1ccc(S(=O)(=O)N2CCCCC2)cc1NC(=O)CCCOc1ccccc1 | 2.1 | -4.6 | 10.4 | 0.979 | 0.896 | -1.1 | -0.3 | 1.9 | 0.8
Nc1nc2n(n1)C(=O)CC(c1ccccc1)N2 (stereo unspecified) | -0.3 | -4.7 | -7.8 | 1 | 1.08 | 0.1 | -2.1 | -3.5 | -4.1
Cc1ccccc1-c1nc(CSc2nc3c(c(=O)[nH]2)CCC3)c(C)o1 | 2.2 | 2.9 | 13.8 | 0.978 | 0.862 | 0.2 | -0.7 | 2.0 | -2.1
O=c1oc2ccccc2c(NCCO)c1[N+](=O)[O-] | -11.0 | -2.3 | -6.8 | 1.11 | 1.07 | 0.0 | -1.2 | -4.3 | -2.6
COc1ccc(CCNC(=O)COC(=O)/C=C/c2ccc3c(c2)OCO3)cc1OC | -13.4 | -5.8 | -1.9 | 1.13 | 1.02 | -0.2 | -0.9 | 2.8 | -0.7
Cc1cccc(C(=O)NNC(=O)c2ccc(NS(=O)(=O)c3cccs3)cc2)c1C | 6.2 | 0.8 | -3.3 | 0.938 | 1.03 | -2.5 | 1.1 | -0.1 | 2.6
O=C(CCCNS(=O)(=O)c1cccc2nsnc12)NC1CCCCC1 | -3.6 | -6.2 | -6.9 | 1.04 | 1.07 | -0.1 | 2.8 | -3.9 | -2.0
CCOC(=O)Cc1nn(Cc2ccccc2)c(=O)c2ccccc12 | -3.1 | -11.9 | 4.7 | 1.03 | 0.953 | -1.5 | -0.3 | -2.1 | 3.6
COc1ccc(-n2c(SCC3OCCO3)nc3c(sc(=S)n3-c3ccccc3)c2=O)cc1OC | 3.1 | -5.6 | 4.6 | 0.969 | 0.954 | -0.7 | -0.9 | -0.8 | -1.7
Cc1ccc(N2CCN(/N=C/c3cccs3)CC2)cc1 | 4.1 | -4.8 | -9.5 | 0.959 | 1.09 | 2.7 | 1.3 | -1.6 | -2.5
O=C(Nc1cccc(O)c1)c1ccc([N+](=O)[O-])cc1Cl | -8.6 | -2.7 | 7.3 | 1.09 | 0.927 | -1.3 | -0.4 | 0.2 | -1.5
COc1c(C(=O)N2CCCC2)ccc2ccccc12 | -1.2 | 1.1 | -16.0 | 1.01 | 1.16 | -0.2 | 0.3 | 1.6 | -1.8
CCOC(=O)C1(O)CSc2nc3sc(C(=O)O)c(C)c3c(=O)n21 (stereo unspecified) | 4.6 | -4.5 | -5.4 | 0.954 | 1.05 | 0.0 | 1.5 | -0.2 | -3.1
O=C(Nc1nnc(-c2ccccc2SCc2ccccc2F)s1)Nc1ccccc1F | -6.7 | -3.3 | -26.1 | 1.07 | 1.26 | 3.3 | 2.0 | -0.2 | -3.9
CC(C)[C@H](NC(=O)c1ccccc1)C(=O)N1CCc2ccccc21 | 8.7 | -3.4 | 8.9 | 0.913 | 0.91 | 1.7 | -1.3 | -1.2 | 4.3
Cc1nc(-c2cccs2)ccc1C(=O)O | 3.4 | -0.5 | 6.0 | 0.966 | 0.94 | -1.8 | 0.4 | 6.6 | -0.1
Cc1cc2c(C)cc(=O)[nH]c2cc1NC(=O)CCl | 5.5 | -3.3 | 11.5 | 0.945 | 0.885 | 1.7 | 0.0 | 3.1 | -6.1
CCc1cc(C(=O)OC)c(NC(=O)c2cc(Br)cs2)s1 | 31.2 | 0.9 | 7.5 | 0.688 | 0.925 | 3.2 | -0.2 | 7.0 | -0.7
CN(Cc1cccc(Cl)c1Cl)C(=O)c1cc(S(=O)(=O)N2CCOCC2)ccc1F | 2.3 | -6.0 | 6.5 | 0.977 | 0.935 | -0.4 | -2.0 | -0.3 | -2.1
O=C(COC(=O)c1ccc(Cl)nc1)NNC(=O)c1ccc(Cl)cc1 | 3.5 | -6.1 | 3.0 | 0.965 | 0.97 | -0.4 | 1.7 | -0.6 | 0.4
O=C1c2cccc3cccc(c23)C(=O)N1CC1CCN(CC(O)COCc2ccc3c(c2)OCO3)CC1 (stereo unspecified) | 4.9 | 2.6 | -6.8 | 0.951 | 1.07 | 55.6* | 1.0 | 4.6 | -2.5
Cc1cc(C)c2ccc(NN)nc2c1O | 3.9 | -5.5 | -0.4 | 0.961 | 1 | 1.5 | -0.9 | -2.8 | -4.4
CCc1nc(SCC(=O)Nc2cccc3ccccc23)[nH]c(=O)c1C | -0.1 | -5.5 | 7.0 | 1 | 0.93 | -0.3 | -0.1 | 0.2 | -0.9
CC(O)CN(Cc1ccc(Cl)cc1)CC(C)O (stereo unspecified) | -2.0 | 3.3 | 8.6 | 1.02 | 0.914 | 1.8 | -1.1 | 5.3 | -3.7
O=C1N(Cc2ccc3c(c2)OCO3)c2ccccc2C1(O)c1c[nH]c2ccccc12 (stereo unspecified) | -6.7 | -1.7 | 5.6 | 1.07 | 0.944 | 1.9 | 0.8 | -0.4 | -3.5
O=C(CN(C(=O)c1csnn1)c1ccc(F)c(Cl)c1)NCc1ccc(F)cc1 | 1.0 | -5.8 | -12.8 | 0.99 | 1.13 | -2.1 | -0.4 | 2.8 | -2.7
Cc1cccc(C(=O)NNC(=O)c2ccc(NC(=O)C(C)(C)C)cc2)c1 | 2.9 | -1.5 | 1.6 | 0.971 | 0.984 | -0.7 | -3.0 | 0.2 | 2.2
Cc1sc2ncnc(OCC(=O)NC(C)C(C)C)c2c1C (stereo unspecified) | 7.4 | -5.5 | 0.6 | 0.926 | 0.994 | 1.8 | -1.5 | -1.3 | -2.5

An excerpt from above in order of molecular weight, rising.
SMILES | mIAP inh | APOBEC3G inh | hIAP block | mIAP act | hIAP activ | MPTP inh | GRIN3A LBD mod | APOBEC3A inh | beta cell repl
Cc1nc(-c2cccs2)ccc1C(=O)O | 3.4 | -0.5 | 6.0 | 0.966 | 0.94 | -1.8 | 0.4 | 6.6 | -0.1
O=C(COC(=O)c1ccc(Cl)nc1)NNC(=O)c1ccc(Cl)cc1 | 3.5 | -6.1 | 3.0 | 0.965 | 0.97 | -0.4 | 1.7 | -0.6 | 0.4
COc1ccc(CCNC(=O)COC(=O)/C=C/c2ccc3c(c2)OCO3)cc1OC | -13.4 | -5.8 | -1.9 | 1.13 | 1.02 | -0.2 | -0.9 | 2.8 | -0.7

More records follow:
SMILES | mIAP inh | APOBEC3G inh | hIAP block | mIAP act | hIAP activ | MPTP inh | GRIN3A LBD mod | APOBEC3A inh | beta cell repl
O=C(NCc1ccc2c(c1)OCO2)c1ccc(CS(=O)(=O)c2ccc(Br)cc2)o1 | -11.7 | -9.3 | -6.7 | 1.12 | 1.07 | -1.6 | -0.8 | -1.9 | -2.6
O=C(N/N=C/c1ccccc1O)C1(O)c2ccccc2-c2ccccc21 | 23.4 | 5.0 | -68.8 | 0.766 | 1.69 | 1.4 | -10.9 | -0.7 | -0.5
Cc1cc(C)c(S(=O)(=O)c2ccccc2Cl)c(Cl)n1 | -7.1 | -1.4 | -19.8 | 1.07 | 1.2 | -1.2 | . | -1.7 | -4.1
COc1ccc(NC(C)=O)cc1S(=O)(=O)Nc1ccc(OCc2ccccc2)cc1 | -0.2 | -1.8 | -5.6 | 1 | 1.06 | 5.1 | -10.7 | 6.7 | -2.7
CN(c1ccccc1)S(=O)(=O)c1ccc(C(=O)OCC(=O)N2CCOCC2)cc1 | -2.7 | -4.5 | -16.0 | 1.03 | 1.16 | -1.3 | -2.9 | 1.3 | -0.9
CCOc1ccc(C(C)NC(=O)Nc2ccc(F)cc2F)cc1 (stereo unspecified) | -5.1 | -5.7 | 10.0 | 1.05 | 0.9 | 0.5 | 5.2 | -2.7 | 3.6
Clc1ccccc1OCCCn1ccnc1 | 0.0 | -9.4 | 1.6 | 1 | 0.984 | -0.9 | -3.0 | -6.5 | 0.1
COc1ccc(NC(=O)CSc2nnc(C3CCCCC3)n2N)c(OC)c1 | 2.1 | -7.8 | -31.9 | 0.979 | 1.32 | -1.7 | -1.9 | -2.9 | 0.3
COc1ccc(C)cc1NC(=O)C1CCCN(S(=O)(=O)c2cccnc2)C1 (stereo unspecified) | 2.0 | -7.2 | -20.3 | 0.98 | 1.2 | -1.6 | -1.3 | -2.7 | 2.2
CC(C)OCc1ccc(C(=O)N2CCN(S(=O)(=O)c3ccc(Br)s3)CC2)cc1 | -4.4 | 7.1 | -14.3 | 1.04 | 1.14 | -0.1 | -1.6 | 29.9 | -4.1
O=S(=O)(NC1CCCCCCC1)c1ccc(F)cc1 | 1.8 | -1.5 | -26.1 | 0.982 | 1.26 | 2.6 | 0.9 | 0.8 | -0.6
Cc1ccc(NC(=O)c2sc3ccccc3c2Cl)nc1 | 1.6 | -3.5 | -110.3 | 0.984 | 2.1* | -0.4 | 1.3 | 0.0 | -3.6
CC1C(=O)N2CCCc3cc(S(=O)(=O)N4CCN(c5ccc(F)cc5)CC4)cc1c32 (stereo unspecified) | 12.4 | -5.0 | 6.2 | 0.876 | 0.938 | -0.7 | 6.1 | -5.4 | -0.7
CCc1ccccc1NC(=O)C1CCN(C(=O)N2CCOc3ccccc32)CC1 | 3.1 | -9.5 | 2.6 | 0.969 | 0.974 | -0.9 | 0.1 | -7.5 | -3.3
CCCS(=O)(=O)N1CCCC(C(=O)NC(C)c2ccc3c(c2)OCCO3)C1 (stereo unspecified) | -4.4 | -1.0 | -5.9 | 1.04 | 1.06 | -12.3 | -0.2 | -1.1 | -1.3
